Screens (PubChem)
Pf apPOL inh: Pf-apPOL DNA polymerase inhibition | Recombinant Pf-apPOL, molecular beacon fluorescence, 1.5 h | 210,000 tested, 0.25% active | inhibition, % at 10 µM
mHTT CaM bind: inhibitors of human mutant huntingtin-calmodulin interaction; inhibition, % at 15 µM; 190,000 tested, 3.6% active; AID 1671202; AlphaScreen His-mHTT/GST-CaM binding, luminescence; P42858;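 note: 0% = both proteins with DMSO and 100% = one protein alone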
Target sequence (P42858 whole entry, looked up, stated change not applied): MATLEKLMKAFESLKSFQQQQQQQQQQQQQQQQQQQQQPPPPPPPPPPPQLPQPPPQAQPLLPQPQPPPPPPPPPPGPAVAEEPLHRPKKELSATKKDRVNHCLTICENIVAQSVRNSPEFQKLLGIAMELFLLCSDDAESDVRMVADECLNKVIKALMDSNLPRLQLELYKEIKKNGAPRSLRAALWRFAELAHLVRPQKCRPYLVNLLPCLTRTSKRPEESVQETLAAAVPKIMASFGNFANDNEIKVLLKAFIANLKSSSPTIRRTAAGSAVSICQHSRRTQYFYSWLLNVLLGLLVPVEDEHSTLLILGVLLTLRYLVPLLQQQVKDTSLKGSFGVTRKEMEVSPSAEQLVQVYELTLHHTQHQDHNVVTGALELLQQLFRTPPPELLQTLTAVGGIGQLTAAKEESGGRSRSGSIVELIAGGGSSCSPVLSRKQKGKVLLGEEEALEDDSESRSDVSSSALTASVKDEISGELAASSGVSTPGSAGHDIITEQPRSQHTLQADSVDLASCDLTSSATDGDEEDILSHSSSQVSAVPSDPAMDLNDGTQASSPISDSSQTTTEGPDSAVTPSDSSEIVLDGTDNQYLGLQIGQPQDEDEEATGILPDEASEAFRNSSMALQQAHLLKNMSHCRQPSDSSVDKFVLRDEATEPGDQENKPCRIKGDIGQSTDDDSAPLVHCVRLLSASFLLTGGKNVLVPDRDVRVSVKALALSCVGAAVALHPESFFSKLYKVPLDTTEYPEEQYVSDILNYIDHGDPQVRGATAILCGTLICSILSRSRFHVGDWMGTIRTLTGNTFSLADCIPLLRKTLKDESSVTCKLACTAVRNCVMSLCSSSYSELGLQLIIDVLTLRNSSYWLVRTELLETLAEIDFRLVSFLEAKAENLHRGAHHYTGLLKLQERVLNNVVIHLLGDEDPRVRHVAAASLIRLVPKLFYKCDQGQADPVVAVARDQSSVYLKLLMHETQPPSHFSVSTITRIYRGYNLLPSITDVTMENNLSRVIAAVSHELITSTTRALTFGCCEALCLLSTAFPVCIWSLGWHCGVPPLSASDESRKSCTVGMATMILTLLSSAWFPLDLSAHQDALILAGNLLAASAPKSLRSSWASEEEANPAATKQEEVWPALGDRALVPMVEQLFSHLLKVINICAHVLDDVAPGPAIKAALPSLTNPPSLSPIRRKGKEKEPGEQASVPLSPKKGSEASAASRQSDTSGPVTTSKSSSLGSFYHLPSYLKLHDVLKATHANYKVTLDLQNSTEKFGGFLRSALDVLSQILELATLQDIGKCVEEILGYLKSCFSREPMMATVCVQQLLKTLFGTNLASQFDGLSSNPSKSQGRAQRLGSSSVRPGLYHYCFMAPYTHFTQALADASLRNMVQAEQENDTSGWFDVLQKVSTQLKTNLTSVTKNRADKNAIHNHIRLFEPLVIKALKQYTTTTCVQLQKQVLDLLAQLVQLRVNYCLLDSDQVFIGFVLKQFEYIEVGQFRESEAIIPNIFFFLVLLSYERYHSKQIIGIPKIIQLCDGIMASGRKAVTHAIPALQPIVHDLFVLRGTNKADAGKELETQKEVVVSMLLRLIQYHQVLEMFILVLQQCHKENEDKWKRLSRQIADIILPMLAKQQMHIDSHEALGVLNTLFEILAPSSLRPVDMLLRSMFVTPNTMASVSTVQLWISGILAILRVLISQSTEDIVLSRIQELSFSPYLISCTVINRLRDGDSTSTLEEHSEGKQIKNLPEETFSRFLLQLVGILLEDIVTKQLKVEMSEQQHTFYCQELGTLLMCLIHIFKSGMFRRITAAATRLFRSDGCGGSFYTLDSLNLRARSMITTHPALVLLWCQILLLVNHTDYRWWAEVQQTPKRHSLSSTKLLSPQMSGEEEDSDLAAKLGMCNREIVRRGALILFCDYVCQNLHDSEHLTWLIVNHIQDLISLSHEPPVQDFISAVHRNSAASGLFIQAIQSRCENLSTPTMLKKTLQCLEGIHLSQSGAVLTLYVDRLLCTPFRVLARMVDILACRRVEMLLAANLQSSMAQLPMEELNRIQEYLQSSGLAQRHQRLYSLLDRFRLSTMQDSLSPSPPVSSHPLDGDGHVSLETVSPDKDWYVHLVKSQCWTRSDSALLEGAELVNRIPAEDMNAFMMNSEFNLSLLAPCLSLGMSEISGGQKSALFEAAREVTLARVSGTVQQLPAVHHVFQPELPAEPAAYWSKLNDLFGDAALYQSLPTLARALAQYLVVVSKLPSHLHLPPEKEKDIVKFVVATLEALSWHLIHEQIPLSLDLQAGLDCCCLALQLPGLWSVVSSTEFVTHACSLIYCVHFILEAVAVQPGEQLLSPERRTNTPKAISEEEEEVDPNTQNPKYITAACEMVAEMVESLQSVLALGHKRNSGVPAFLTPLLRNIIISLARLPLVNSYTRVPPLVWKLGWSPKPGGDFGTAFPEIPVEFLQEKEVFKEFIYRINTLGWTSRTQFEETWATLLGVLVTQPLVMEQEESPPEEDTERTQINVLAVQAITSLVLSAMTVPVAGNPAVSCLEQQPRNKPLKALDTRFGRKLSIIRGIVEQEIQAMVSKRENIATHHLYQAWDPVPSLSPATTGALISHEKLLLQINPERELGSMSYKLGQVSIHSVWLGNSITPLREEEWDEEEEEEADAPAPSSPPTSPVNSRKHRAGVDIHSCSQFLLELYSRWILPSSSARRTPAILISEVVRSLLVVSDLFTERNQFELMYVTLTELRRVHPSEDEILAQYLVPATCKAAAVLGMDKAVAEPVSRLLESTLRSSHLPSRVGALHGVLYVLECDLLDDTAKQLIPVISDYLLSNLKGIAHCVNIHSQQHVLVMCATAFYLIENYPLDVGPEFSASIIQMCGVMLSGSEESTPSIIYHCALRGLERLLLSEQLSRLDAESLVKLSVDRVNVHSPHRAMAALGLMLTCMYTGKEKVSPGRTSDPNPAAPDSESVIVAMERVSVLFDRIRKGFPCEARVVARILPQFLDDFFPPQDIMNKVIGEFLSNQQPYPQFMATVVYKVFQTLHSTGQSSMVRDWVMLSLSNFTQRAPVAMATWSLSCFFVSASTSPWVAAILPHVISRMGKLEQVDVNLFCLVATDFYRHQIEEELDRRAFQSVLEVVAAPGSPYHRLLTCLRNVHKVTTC
Starred values were filed as active, the others as inactive; & = joins results of further samples. Cut-off read from the data, not from the text of the source: active = inhibition above about 50%; inactive = the rest.

What do the screens show for `CC(C)(C)N=C1Nc2ccccc2NC12CCCN(C(=O)c1cnccn1)C2` (configuration not stated)?
Pf apPOL inh: 4; mHTT CaM bind: 33

What do the screens show for `CC1(C)C2CCC1(C)C(OCC(O)CNC1CCCC1)C2` (configuration not stated)?
Pf apPOL inh: 0; mHTT CaM bind: 0

What do the screens show for `CCN(CC)c1ccc(C=Nc2ccc(NC(C)=O)cc2)cc1`?
Pf apPOL inh: 3; mHTT CaM bind: 5

How did O=C(Nc1ccc(F)cc1)Nc1csc2ccccc12 do in these assays?
Pf apPOL inh: 2&-9

What do the screens show for `O=C(Sc1ccc(Cl)cc1)c1cccc(Cn2cc(C(F)(F)F)ccc2=O)c1`?
Pf apPOL inh: -2&-4

How did CCS(=O)(=O)Nc1cc(Cl)ccc1OC do in these assays?
Pf apPOL inh: -3; mHTT CaM bind: 4

What do the screens show for `CC1C(c2ccccc2)N(C)CCC1(O)c1ccccc1` (configuration not stated)?
Pf apPOL inh: -1; mHTT CaM bind: -12

Results for CCCSc1nc(N2CCOCC2)c2c(c1C#N)CC(C)(C)OC2 ?
Pf apPOL inh: 2; mHTT CaM bind: -7

What do the screens show for `Cc1nc(C(F)(F)F)ccc1C(=O)N1C=CC(C(F)(F)F)=NCC1`?
Pf apPOL inh: -11

Results for O=C1COc2cc(O)ccc21 ?
Pf apPOL inh: -3; mHTT CaM bind: -1

Results for Cc1cc2oc(-c3ccc4c(c3)OCCO4)cc(=O)c2cc1C ?
Pf apPOL inh: 5; mHTT CaM bind: -5

What do the screens show for `COc1ccccc1-n1c(C)c2c(C)nnc(C)c2c1C`?
Pf apPOL inh: 0; mHTT CaM bind: 32

How did CN1CCN(S(=O)(=O)c2cc([N+](=O)[O-])ccc2N2CCN(Cc3ccccc3)CC2)CC1 do in these assays?
Pf apPOL inh: 13; mHTT CaM bind: 19

Results for COc1ccc(C(=O)Nc2ccc(Br)cc2F)cc1OC ?
Pf apPOL inh: -2; mHTT CaM bind: 3

What do the screens show for `Cc1ccccc1-c1nc2cc(N=Cc3cc([N+](=O)[O-])ccc3O)ccc2o1`?
Pf apPOL inh: 1; mHTT CaM bind: 10

What do the screens show for `COC(=O)C(C(=O)OC)c1ncccc1[N+](=O)[O-]`?
Pf apPOL inh: -11

What do the screens show for `COc1ccc([N+](=O)[O-])cc1C(=O)Nc1ccccc1C(=O)O`?
Pf apPOL inh: -7; mHTT CaM bind: 5

What do the screens show for `Brc1ccc2c(c1)c(-c1ccccc1)nc1nnnn12`?
Pf apPOL inh: 1&-2; mHTT CaM bind: -9&0

What do the screens show for `CCCc1nc2cccnc2n1C1CCN(S(=O)(=O)Cc2ccccc2)C1` (configuration not stated)?
Pf apPOL inh: -6; mHTT CaM bind: -1

Results for COc1ccc(C2CC(C(F)(F)F)n3ncc(C(=O)Nc4ccc(C)c(C)c4)c3N2)cc1OC (configuration not stated) ?
Pf apPOL inh: 0; mHTT CaM bind: 53*

What do the screens show for `COc1ccc(CNC(=O)C2(C)CCCN(S(=O)(=O)c3ccc(F)c(F)c3)C2)cc1` (configuration not stated)?
Pf apPOL inh: -5; mHTT CaM bind: 10

Results for CCc1ccc(NC(=O)C2CCc3sc(C(=O)N4CCOCC4)cc3C2)cc1 (configuration not stated) ?
Pf apPOL inh: -6; mHTT CaM bind: 8

Results for CC(=O)NCC1OCCc2ccccc21 (configuration not stated) ?
Pf apPOL inh: -5; mHTT CaM bind: -1

How did Cc1ccc(F)c(N2CCN(C(=O)CC(C)C)C(C)C2=O)c1 (configuration not stated) do in these assays?
Pf apPOL inh: 1; mHTT CaM bind: 0

Results for CC1(C)CC2CC(C)(CN2c2c([N+](=O)[O-])cc(C(F)(F)F)cc2[N+](=O)[O-])C1 (configuration not stated) ?
Pf apPOL inh: 0

Results for COc1cccc2sc(NC(=O)C3CCN(S(=O)(=O)c4cccs4)CC3)nc12 ?
Pf apPOL inh: 2; mHTT CaM bind: -1

Results for O=C(c1n[nH]c2ccccc12)N1CCCn2nc(-c3ccc(Cl)cc3)cc2C1 ?
Pf apPOL inh: -4; mHTT CaM bind: -5

Results for FC(F)(F)Oc1ccc(CSC(=S)N2CCCN(c3ccc(C(F)(F)F)cn3)CC2)cc1 ?
Pf apPOL inh: 5

Results for O=C1C(=Cc2ccncc2)Oc2cc(OC(=O)C3CCCCC3)ccc21 ?
Pf apPOL inh: -6; mHTT CaM bind: 6

How did CC(=NCCc1c[nH]c2ccccc12)C1=C(O)c2ccccc2C1=O do in these assays?
Pf apPOL inh: -11; mHTT CaM bind: 3

Results for N#C/C(=C(/O)c1ccc([N+](=O)[O-])cc1)c1nc2ccccc2[nH]1 ?
Pf apPOL inh: 1; mHTT CaM bind: 5

How did Cc1ccccc1C(=O)N1CCC(c2noc(N)c2C(C)C)CC1 do in these assays?
Pf apPOL inh: 1; mHTT CaM bind: 8

Results for CC(=O)Nc1ccc(NC=C2C(=O)OC(C)(C)OC2=O)cc1 ?
Pf apPOL inh: 3; mHTT CaM bind: 0

How did CCCCOc1ccc(NC(=O)c2ccc([N+](=O)[O-])cc2Cl)cc1 do in these assays?
Pf apPOL inh: 1; mHTT CaM bind: -5

How did NS(=O)(=O)c1ccc(NC(=S)Nc2ccc(F)cc2)cc1 do in these assays?
mHTT CaM bind: -9

What do the screens show for `O=C(Nc1ccc2c(c1)C(=O)c1ccccc1C2=O)c1ccccc1Br`?
Pf apPOL inh: -3; mHTT CaM bind: 18

Results for CC1=CC(C)C(C2OCC(CN3CCCCC3)O2)C(C)C1 (configuration not stated) ?
Pf apPOL inh: 0; mHTT CaM bind: 7

Results for COc1cccc(N2CCN(C(=O)c3cc4c(s3)N(C)CCC4)CC2)c1 ?
Pf apPOL inh: 4; mHTT CaM bind: 20

How did CCc1nn2c(CNC(=O)c3cccc(C(F)(F)F)c3)c(C)nc2s1 do in these assays?
Pf apPOL inh: -6; mHTT CaM bind: 3

What do the screens show for `CCN(Cc1ccccc1)Cc1ccco1`?
Pf apPOL inh: 43; mHTT CaM bind: -3

How did O=C(c1cc(-c2cccs2)[nH]n1)N1CCCN(C2CCN(Cc3ccccc3)C2=O)CC1 (configuration not stated) do in these assays?
Pf apPOL inh: -6; mHTT CaM bind: 11

Results for COc1ccccc1C=CCN1CCNC(=O)C1CC(=O)O (configuration not stated) ?
Pf apPOL inh: 2; mHTT CaM bind: 0

What do the screens show for `CS(=O)(=O)c1cc(C(F)(F)F)cc(S(C)(=O)=O)c1S(C)(=O)=O`?
Pf apPOL inh: -1

How did Nc1ccc(N2CCOCC2)c(Cl)c1 do in these assays?
Pf apPOL inh: -2&-4

Results for Cc1cc(=O)oc(C)c1C(=O)Nc1ccccc1C(=O)N1CCCC1 ?
Pf apPOL inh: 1; mHTT CaM bind: -4

What do the screens show for `CC(=O)c1ccc(NC(=O)CSc2ncnc3nc(C)ncc23)cc1`?
Pf apPOL inh: -10; mHTT CaM bind: -13

How did O=c1[nH]c(CN2CCCCC2)nc2c1oc1ccccc12 do in these assays?
Pf apPOL inh: 69*; mHTT CaM bind: 4

Results for CCCCn1c(=N)c(S(=O)(=O)c2ccccc2)cc2c(=O)n3ccccc3nc21 ?
Pf apPOL inh: -15; mHTT CaM bind: -6

Results for COc1ccc(OC)c(/C=C2/C(=N)N3N=C(C)SC3=NC2=O)c1 ?
Pf apPOL inh: -14; mHTT CaM bind: 1

How did COCCCNC(=O)CNC(=O)c1nn(-c2ccc(OC)c(OC)c2)c(=O)c2ccccc12 do in these assays?
Pf apPOL inh: -8; mHTT CaM bind: -2

Results for COc1cc(/C=C(\C#N)c2nc3ccc(C)cc3[nH]2)cc(Cl)c1O ?
Pf apPOL inh: 1; mHTT CaM bind: 9

Results for Cc1ccc2c(c1)C(c1ccc(F)cc1)N(C(=O)c1c(F)cccc1F)CC(=O)N2 (configuration not stated) ?
Pf apPOL inh: -1; mHTT CaM bind: 12

How did COc1ccc(NC(=O)c2cc(OC)c(OC)cc2[N+](=O)[O-])cc1 do in these assays?
Pf apPOL inh: -3; mHTT CaM bind: 3

Results for Cn1c(SCC(=O)N2CCOCC2)nc(O)cc1=O ?
Pf apPOL inh: 4; mHTT CaM bind: 1

How did COc1cc(N2C(=O)NC3CC2(C)Oc2ccc(Cl)cc23)cc(OC)c1OC (configuration not stated) do in these assays?
Pf apPOL inh: 0; mHTT CaM bind: -9

Results for CCOc1ccc(NC(=O)Nc2ccc3nccnc3c2)cc1 ?
Pf apPOL inh: 1; mHTT CaM bind: 11

Results for CC(C)=C1CCC2(C)OC(=O)C(Cc3ccccn3)C12C (configuration not stated) ?
mHTT CaM bind: -5

Results for O=C(NCc1ccc(Cl)cc1)c1ccc2c(c1)OCO2 ?
Pf apPOL inh: -11; mHTT CaM bind: 1

Results for Cc1cc2oc(=O)cc(CN3CCCCC3C)c2cc1O (configuration not stated) ?
Pf apPOL inh: -2; mHTT CaM bind: -4

Results for Cc1sc2ccn(C)c(=O)c2c1C(=O)N1CCN(C2CCCCC2)CC1 ?
Pf apPOL inh: -3; mHTT CaM bind: 20

Results for O=C(Nc1nc(-c2ccc(Br)cc2)cs1)c1ncn[nH]1 ?
Pf apPOL inh: -6; mHTT CaM bind: 100*

What do the screens show for `COc1ccc(-n2nc3c(c2NC(=O)c2ccccc2C(F)(F)F)CSC3)cc1`?
Pf apPOL inh: 4; mHTT CaM bind: 26

What do the screens show for `COc1ccc(-n2c(NN)nc3sc4c(c3c2=O)CCCC4)cc1`?
Pf apPOL inh: -5; mHTT CaM bind: 61*

What do the screens show for `Cn1nc(COCc2ccccc2)c2c1CCN(C(=O)Nc1cccc(C(F)(F)F)c1)C2`?
Pf apPOL inh: -6; mHTT CaM bind: 44

What do the screens show for `CC(C)n1c(C2CCN(S(=O)(=O)c3cccc(F)c3)C2)nc2ccncc21` (configuration not stated)?
Pf apPOL inh: -1; mHTT CaM bind: 6

How did O=c1/c(=C/c2ccco2)sc2n1CN(c1cccc(Br)c1)CN=2 do in these assays?
Pf apPOL inh: -3; mHTT CaM bind: 23

Results for O=C1OC(c2cccc(I)c2)=N/C1=C/c1cc2c(cc1Cl)OCO2 ?
Pf apPOL inh: 6; mHTT CaM bind: 26

What do the screens show for `CCNc1cc(N2CCC(CCC(=O)N3CCN(c4ccccc4C)CC3)CC2)ncn1`?
Pf apPOL inh: -6; mHTT CaM bind: 24

Results for COc1ccc(CNc2ccc(-c3nc(-c4ccccc4)no3)cn2)cc1 ?
Pf apPOL inh: -2; mHTT CaM bind: -5

What do the screens show for `Cc1cc2nc(C)c(CCC(=O)O)c(C)n2n1`?
Pf apPOL inh: 2; mHTT CaM bind: -7

Results for COC(=O)CCCn1cc(CN2CC(N3CCN(CCO)CC3)CS2(=O)=O)nn1 (configuration not stated) ?
Pf apPOL inh: 3; mHTT CaM bind: -3

Results for O=C1C2C3C=CC(CO)(O3)C2C(=O)N1c1ccccc1 (configuration not stated) ?
Pf apPOL inh: -7; mHTT CaM bind: -6

How did Cn1ccc2c(cc(C(=O)NCc3cccc(Br)c3)n2C)c1=O do in these assays?
Pf apPOL inh: -1; mHTT CaM bind: -5

Results for COc1ccccc1CN1C(=O)CN(C2CCCCC2)C(=O)C1c1cccnc1 (configuration not stated) ?
Pf apPOL inh: -5; mHTT CaM bind: 0

What do the screens show for `CC1(C)C(C=C(Cl)Cl)C1C(=O)Nc1ccc(S(=O)(=O)Nc2nccs2)cc1` (configuration not stated)?
Pf apPOL inh: -8; mHTT CaM bind: 14

What do the screens show for `CC(=O)Oc1ccc2c(c1C)OC(=Cc1ccc3c(c1)OCO3)C2=O`?
Pf apPOL inh: -7; mHTT CaM bind: 5

How did CC(C)NCCCOc1ccc(Cl)cc1Br do in these assays?
Pf apPOL inh: -12; mHTT CaM bind: 1

Results for Cc1ccc(N2CCN(C(=O)CC(C)C)C(C)C2=O)cc1F (configuration not stated) ?
Pf apPOL inh: -3; mHTT CaM bind: -5

What do the screens show for `COc1ccccc1CC(=O)N1CCC(Cc2nc3cccnc3n2C)C1` (configuration not stated)?
Pf apPOL inh: -2; mHTT CaM bind: 10

Among those listed so far, 8 contain a nitro group on carbon.
How did CN1CCN(S(=O)(=O)c2cc([N+](=O)[O-])ccc2N2CCN(Cc3ccccc3)CC2)CC1 do in these assays?
Pf apPOL inh: 13; mHTT CaM bind: 19

What do the screens show for `Cc1ccccc1-c1nc2cc(N=Cc3cc([N+](=O)[O-])ccc3O)ccc2o1`?
Pf apPOL inh: 1; mHTT CaM bind: 10

What do the screens show for `COC(=O)C(C(=O)OC)c1ncccc1[N+](=O)[O-]`?
Pf apPOL inh: -11

What do the screens show for `COc1ccc([N+](=O)[O-])cc1C(=O)Nc1ccccc1C(=O)O`?
Pf apPOL inh: -7; mHTT CaM bind: 5

Results for CC1(C)CC2CC(C)(CN2c2c([N+](=O)[O-])cc(C(F)(F)F)cc2[N+](=O)[O-])C1 (configuration not stated) ?
Pf apPOL inh: 0

Results for N#C/C(=C(/O)c1ccc([N+](=O)[O-])cc1)c1nc2ccccc2[nH]1 ?
Pf apPOL inh: 1; mHTT CaM bind: 5

How did CCCCOc1ccc(NC(=O)c2ccc([N+](=O)[O-])cc2Cl)cc1 do in these assays?
Pf apPOL inh: 1; mHTT CaM bind: -5

How did COc1ccc(NC(=O)c2cc(OC)c(OC)cc2[N+](=O)[O-])cc1 do in these assays?
Pf apPOL inh: -3; mHTT CaM bind: 3

Not a hit list, and some 3.7% of all compounds hit somewhere here.
